esBAF inh: inhibitors of esBAF chromatin remodeling in mouse ES cells. Bmi1-luciferase knock-in reporter, 24 h; 100% = twice the neutral-well signal. reporter increase, % at 12.5 µM. 350,000 compounds, 2% hits; in the data active = activation above about 40%; inconclusive = no clear call, values can overlap the other calls;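 also: 0% = median of the plate's neutral control wells and 100% = double that signal; a rise in the Bmi1 reporter signal indicates esBAF inhibition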
RAD52 anneal inh: RAD52 (human) annealing inhibition; inhibition, % at 18.7 µM; recombinant RAD52 DNA annealing, FRET fluorescence; P43351; 360,000 compounds, 0.46% hits;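 active = every replicate showing at least 50% inhibition; inconclusive = mean inhibition at least 50% but not in every replicate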
Target sequence (P43351 whole entry, looked up): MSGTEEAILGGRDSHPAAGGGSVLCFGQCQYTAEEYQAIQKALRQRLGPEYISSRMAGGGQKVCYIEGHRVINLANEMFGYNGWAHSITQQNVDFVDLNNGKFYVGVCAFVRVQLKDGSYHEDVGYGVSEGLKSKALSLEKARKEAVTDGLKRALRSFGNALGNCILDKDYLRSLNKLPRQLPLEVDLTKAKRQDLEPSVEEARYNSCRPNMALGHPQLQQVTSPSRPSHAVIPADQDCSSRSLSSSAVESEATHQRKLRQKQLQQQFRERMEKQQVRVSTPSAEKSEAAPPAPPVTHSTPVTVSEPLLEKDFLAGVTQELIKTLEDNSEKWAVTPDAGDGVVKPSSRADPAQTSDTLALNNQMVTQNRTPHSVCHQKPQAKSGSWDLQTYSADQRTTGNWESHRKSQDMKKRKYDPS
ERp5 inh: blocks human ERp5 reductase activity on insulin | Q15084 | ERp5 insulin aggregation, absorbance 650 nm, 90 min | inhibition, % at 9.99 µM | 350,000 compounds, 0.05% hits | AID 651711;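 active = mean replicate inhibition above about 25%, with every replicate also reaching it, limit read from the data, passing the limit was not always enough; inconclusive = only one of those two criteria met; inactive = neither criterion met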
Target sequence (Q15084 whole entry, looked up): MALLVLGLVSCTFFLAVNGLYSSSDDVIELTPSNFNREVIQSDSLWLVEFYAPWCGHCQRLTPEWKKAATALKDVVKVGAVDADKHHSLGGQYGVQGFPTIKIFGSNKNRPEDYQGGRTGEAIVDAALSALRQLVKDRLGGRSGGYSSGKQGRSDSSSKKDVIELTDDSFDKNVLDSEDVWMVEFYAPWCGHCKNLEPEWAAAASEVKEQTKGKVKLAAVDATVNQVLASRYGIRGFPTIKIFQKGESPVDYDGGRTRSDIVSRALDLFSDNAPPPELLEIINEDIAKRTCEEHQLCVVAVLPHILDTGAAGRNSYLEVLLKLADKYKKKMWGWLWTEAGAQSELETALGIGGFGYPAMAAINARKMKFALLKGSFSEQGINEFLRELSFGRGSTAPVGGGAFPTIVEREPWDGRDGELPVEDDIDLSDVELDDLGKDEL
S100A4 inh HTS: blocks human S100A4 binding to myosin IIA peptide | inhibition, % at 10.7 µM | P26447 | AID 652163 | S100A4/TAMRA-MyoIIA peptide fluorescence polarization | 360,000 compounds, 0.14% hits;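 active = mean inhibition of at least 70% across replicates, with every replicate also reaching that level; inconclusive = mean inhibition reaches 70% but some replicates fall short; inactive = mean inhibition below 70%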
Target sequence (P26447 whole entry, looked up): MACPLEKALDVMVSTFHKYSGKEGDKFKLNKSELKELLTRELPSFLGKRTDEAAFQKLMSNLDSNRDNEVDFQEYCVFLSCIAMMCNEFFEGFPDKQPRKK
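Material: S100A4 monomer (human). Medium: Calcium-containing HEPES buffer, pH 7.2. Probe or stimulus: labelled myosin peptide probe, 5 nM. Compound dosing: one concentration per compound. Timing: polarization read 5 min after assay mix addition, stable 5–60 min. Benchmarks: DMSO as neutral control, TFP as positive control.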
E-sel inducer: induces E-selectin expression in human endothelial cells. P16581. HUVEC E-selectin immunofluorescence imaging; normalized: neutral wells 0, TNF-alpha wells 100. activation, % at 7.58 µM. 260,000 compounds, 0.37% hits. AID 686992;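 active = mean E-selectin-positive cell signal at least 10% of the positive control, reached in at least 60% of replicates, without over 20% cell loss; inconclusive = no rule given, readout overlaps actives, possibly toxicity-flagged; inactive = the rest, including those meeting only one limit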;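 also: in these data hits start at about 27%; measured in HUVEC primary endothelial cells; signal is the percent of cells scored E-selectin positive by PE staining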
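Read-out basis: % PE-positive cells; Test system: HUVEC primary endothelial cells; Technique: immunofluorescence imaging; Dosing: single-point compound dose.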
XiGFP reactiv: reactivates the inactive X chromosome in mouse fibroblasts; XiGFP mouse fibroblasts, % GFP-positive cells imaging, 3 d; cells co-treated with 5-aza-dC sensitizer; scaled so ellipticine positive control = 100%; activation, % at 7.58 µM; 360,000 compounds, 0.055% hits; AID 743238;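 active = mean normalized replicate activation at least 10% and every replicate at or above 10%; inconclusive = only one of the two criteria met; inactive = mean below 10% and not all replicates reach 10%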;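 also: 0% = median of on-plate neutral control wells and 100% = ellipticine 6 µM median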
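System: SV40-immortalized XiGFP fibroblast cells, line 68-5-11 / Incubation: 3-day compound exposure, then 15 min fixation at room temperature / Compound: single concentration per compound, delivered by pin transfer / Buffer or medium: DMEM plus 5-aza-dC sensitizer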
ERAP1 inh: ERAP1 (human) enzyme inhibition; AID 652197; recombinant ERAP1, Leu-AMC fluorescence, 60 min; Q9NZ08; 340,000 compounds, 0.15% hits; inhibition, % at 10.7 µM;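 active = mean replicate inhibition of at least 30%, or all replicates individually reaching that 30% level; inactive = mean below 30% and not every replicate reaching it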;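 also: 0% = neutral control wells and 100% = L-leucinethiol positive control wells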
RAD54 inh: blocks human RAD54 Holliday junction branch migration; Q92698; FAM/BHQ fluorescence; inhibition, % at 10.4 µM; 360,000 compounds, 0.14% hits;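 active = mean normalized replicate activity at least 40 and at least half of replicates scoring 40 or more; inconclusive = only one of the two criteria met; inactive = mean below 40 and under half of replicates reaching 40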;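 also: 0% = median of neutral control wells and 100% = median of positive control wells; inhibitors cause a drop in the FAM fluorescence signal; in these data hits start at about 50%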
Starred values were filed as active, the others as inactive; ? = inconclusive; . = not tested or not shown; & = joins results of further samples.

SMILES	esBAF inh	RAD52 anneal inh	ERp5 inh	S100A4 inh HTS	E-sel inducer	XiGFP reactiv	ERAP1 inh	RAD54 inh
Cc1noc(C)c1S(=O)(=O)Nc1ccc2c(c1)CC(=O)N([C@@H](C)CO)C[C@H](C)[C@@H](CN(C)Cc1ccc(C(=O)Nc3ccccc3N)cc1)O2	.	7	0	0	.	-0.6	-3	.
CCCNC(=O)N1CCC2(CC1)CN(C(=O)CCC)[C@H](CO)c1[nH]c3cc(OC)ccc3c12	.	-4	-6	0	-0.1	0.1	0	.
CCOc1ccccc1N1CCN(CC(=O)Nc2ncc(C)s2)CC1	7	-14	6	-8	.	0.2	0	-1
C[C@H](CO)N1C[C@H](C)[C@H](CN(C)S(=O)(=O)c2ccccc2)Oc2ncc(C#Cc3cccc(F)c3)cc2C1=O	-13	2	11	-10	-0.3	-0.4	1	1
Cc1cc(C)c(S(=O)(=O)N2CCN(C(=O)N3CCCCC3)CC2)c(C)c1	4	1	-3	-5	.	0.0	-1	-1
Cn1ncc(C#N)c1NC(=O)c1nn2cccnc2c1Cl	-1	3	2	1	.	.	0	-3
O=C(NCCC(F)(F)F)C1Cc2c(-c3cccc(F)c3)ccnc2O1 (configuration not stated)	-7	3	1	-11	-0.3	0.1	5	5
COc1ccc([C@@H]2C[C@H]3[C@@H](CN2S(=O)(=O)c2ccccc2)C(=O)C[C@@H](c2ccccc2)N3S(=O)(=O)c2ccc(C)cc2)cc1	3	0	-4	0	0.9	0.3	-6	6
COc1ccc([Si](C)(C)[C@@H]2[C@@H](CCn3cc(CCO)nn3)O[C@]3(C(=O)N(Cc4ccc(N5CCC5=O)cc4)c4ccccc43)[C@H]2C)cc1	.	8	-1	3	.	.	2	-5
C[C@@H]1CCCCO[C@H](CN(C)CC2CCCCC2)[C@H](C)CN([C@@H](C)CO)C(=O)c2cc(NC(=O)NC3CCCCC3)ccc2O1	2	.	.	.	-0.1	0.0	.	12
C[C@@H]1CN([C@H](C)CO)C(=O)Cc2cc(NC(=O)Nc3ccc(C(F)(F)F)cc3)ccc2O[C@H]1CN(C)S(C)(=O)=O	-1	-1	3	3	.	-0.2	2	10
CS(=O)(=O)Nc1ccc(-c2cn3cccnc3n2)cc1	4	0	2	6	.	0.0	-9	-1
CCCNC(=O)N1CC[C@@H]2[C@H]1c1cc(-c3ccccc3)ccc1N(C)[C@H]2CO	5	-8	6	-22	0.3	0.0	3	4
COc1ccc(N2C(=O)/C(=C/c3ccc([N+](=O)[O-])cc3)N=C2C)cc1	.	-18	1	5	.	0.0	7	.
CCOC(=O)C1=C(c2ccccc2)ON(C)C1c1ccccc1 (configuration not stated)	3	-5	-3	-4	-2.8	0.4	2	-3
COc1ccccc1S(=O)(=O)N(C)C[C@@H]1Oc2ncc(-c3ccc(C)cc3)cc2C(=O)N([C@@H](C)CO)C[C@@H]1C	-5	-11	-4	-5	0.1	0.2	2	-4
CCn1cc(C(=O)NCCCN(C)C)c(=O)c2cc(F)c(N3CCN(C)CC3)cc21	.	3	15	-2	.	.	7	42
O=C(c1ccccc1)c1ncc[nH]1	14	-16	3	0	-0.3	0.4	2	-14
CN(C)/C=C\C(=C/C(=O)C(F)(F)F)Nc1ccccc1Oc1ccccc1	.	-140	0	-11	0.3	-0.7	6	.
Cc1sc2ccccc2c1CNC[C@H]1O[C@@H](n2ccc(N)nc2=O)[C@H](O)[C@@H]1O	0	-14	12	0	.	0.0	-1	7

Entries shown so far that have an NH in an aromatic ring (2):
SMILES	esBAF inh	RAD52 anneal inh	ERp5 inh	S100A4 inh HTS	E-sel inducer	XiGFP reactiv	ERAP1 inh	RAD54 inh
CCCNC(=O)N1CCC2(CC1)CN(C(=O)CCC)[C@H](CO)c1[nH]c3cc(OC)ccc3c12	.	-4	-6	0	-0.1	0.1	0	.
O=C(c1ccccc1)c1ncc[nH]1	14	-16	3	0	-0.3	0.4	2	-14

Other compounds.
SMILES	esBAF inh	RAD52 anneal inh	ERp5 inh	S100A4 inh HTS	E-sel inducer	XiGFP reactiv	ERAP1 inh	RAD54 inh
COc1ccc(/C=N/NC(=O)c2cc3c(OC)ccc(OC)c3[nH]2)cc1O	.	-1	3	-4	.	0.9	-1	.
CCNC(=O)C[C@@H]1CC[C@@H]2[C@H](COc3ccc(NC(=O)NC(C)C)cc3C(=O)N2C)O1	-3	-4	-7	0	0.1	0.0	2	-3
Cn1cc([N+](=O)[O-])c(C(=O)Nc2ccc(C(=O)N3CCCCC3)cc2)n1	.	-8	-1	-1	.	0.0	0	.
CCC(=O)N1CC[C@@H]2[C@H]1c1cc(-c3ccccc3F)ccc1N(C)[C@@H]2CO	2	-1	-2	1	-0.6	0.4	1	16
COc1ccccc1C#Cc1ccc([C@H]2[C@@H](CO)N3CCCCN(S(C)(=O)=O)C[C@@H]23)cc1	2	-36	-2	4	0.0	0.2	3	4
CCOc1ccc(N2C(=O)/C(=C\c3ccc(OC)c(O)c3)S(=O)(=O)C2c2cccc([N+](=O)[O-])c2)cc1 (configuration not stated)	.	-14	4	1	.	0.0	-1	.
CO[C@H]1CN(C)C(=O)c2cc(NC(=O)NC3CCCC3)ccc2OC[C@H](C)N(CC2CC2)C[C@@H]1C	.	-8	-4	4	0.6	-0.7	-1	.
O=C(Nc1cccc(OCC(=O)N2CCOCC2)c1)c1cccc([N+](=O)[O-])c1	.	-10	0	-3	-0.3	0.3	2	.
O=S1(=O)N=C(N/N=C/c2ccc(Br)o2)c2ccccc21	.	-43	-1	1	.	0.0	-3	.
CSc1ccc(S(=O)(=O)NCC(=O)OCC(=O)NCc2cccs2)cc1[N+](=O)[O-]	2	-10	3	-3	.	0.4	3	-7
COC(=O)C(CC#Cc1ccc2c(c1)[C@]1(C(=O)N2)[C@H](c2ccc(OCCO)cc2)N2[C@H](c3ccccc3)[C@H](c3ccccc3)OC(=O)[C@H]2[C@@H]1C(=O)N1CCCCCCC1)C(=O)OC	.	-360	-1	-41	.	.	-2	-20
CC12CCC(C/C1=N/O)C2(C)C (configuration not stated)	-4	3	4	17	.	.	-1	-1
COc1ccc(OC)c(CN2CCN(C(=O)c3cc(S(=O)(=O)Nc4ccccc4OC)ccc3C)CC2)c1	.	-1	6	0	-0.1	-0.1	2	1
CC(C)(C)N(Cc1ccccc1)C(=O)COC(=O)CN1C(=O)NC2(CCCC2)C1=O	-3	-8	-7	-2	-0.1	-0.1	0	-8
CCCC(=O)N1CCC2(CC1)CN(Cc1ccc(Cl)cc1)[C@H](CO)c1[nH]c3cc(OC)ccc3c12	.	-52	-3	-5	-0.2	0.2	-2	.
Cc1ccc(/C=N/n2cc(-c3ccccc3)[nH]c2=S)s1	39	-18	3	0	3.6	0.2	2	2
COc1ccc(C2/C(=C(\O)c3ccc4c(c3)OCCO4)C(=O)C(=O)N2Cc2cccnc2)cc1OC (configuration not stated)	-11	2	-9	1	.	0.0	0	1
FC(F)(F)c1ccc(NCCc2ccccc2)nc1	10	4	1	0	-0.2	0.0	-6	1
COC(=O)c1cccc(NC(=O)Cc2ccccc2[N+](=O)[O-])c1C	.	-10	7	33	.	-0.1	-1	.
Cc1c(CCC(=O)NCCCC(=O)O)c(=O)oc2cc3oc4c(c3cc12)CCCC4	-60	-12	0	-2	0.0	-0.1	-2	10
COc1ccc(-n2c(=O)/c(=C\c3cccs3)s/c2=C(/C#N)C(=O)NCCN2CCOCC2)cc1	-3	-328	1	10	-0.1	0.0	-1	-9
Cc1ccc2sc(NNC(=O)C3COc4ccccc4O3)nc2c1C (configuration not stated)	9	-34	-4	-2	6.3	0.2	2	-6
CCCCn1nnnc1C(CC)N1CCN(C/C=C/c2ccccc2)CC1 (configuration not stated)	-4	-9	0	2	2.1	.	-1	4
COc1cccc(NC(=O)C2CCCN2C(=O)NC2CCCCC2)c1 (configuration not stated)	-3	-15	2	5	.	0.1	0	4
COc1ccccc1-c1ccc([C@@H]2C[C@H]3[C@H](CON3C)CN2C(=O)c2ccco2)cc1	3	-13	8	-5	0.0	0.0	1	-15
O=C(CSc1nc(-c2ccco2)cc(C(F)(F)F)n1)NN1CCOCC1	.	-8	5	-4	-0.1	?	2	.
CC(C)C#Cc1ccc2c(c1)O[C@@H](CN(C)CC1CCCC1)[C@H](C)CN([C@@H](C)CO)S2(=O)=O	4	-5	-3	-2	0.0	0.2	2	7
CC1CCCCN1CCNC(=O)CC1Oc2ccccc2NC1=O (configuration not stated)	-5	-22	5	-2	.	-0.2	2	-9
Cc1ccc(CN(C(=O)COc2ccc(C)c(C)c2)C2CCS(=O)(=O)C2)o1 (configuration not stated)	-2	-17	5	-2	-0.4	0.0	0	8
CCN(C(=O)CN(C1=NC2CS(=O)(=O)CC2S1)c1ccc(OC)cc1)c1cccc(C)c1 (configuration not stated)	9	-1	-16	5	.	-0.1	5	0
Cn1c(NC(=O)Cc2cccs2)cc(=O)n(C)c1=O	7	-18	9	-6	0.0	0.0	2	-9
O=C(C[C@H]1C=C[C@H](NC(=O)C2CCC2)[C@H](CO)O1)NCC1CC1	-3	4	-2	-11	0.0	0.1	-1	0
COc1ccccc1/C=C/C(=O)NCC(=O)N/N=C/c1ccccc1	.	-12	-5	1	.	0.1	0	.
CC(=O)Nc1ccc(S(=O)(=O)NNC(=O)CCC(=O)Nc2cc(C)ccc2C)cc1	.	-7	4	0	-2.2	2.7	1	.
CCOc1ccc(/C=C/c2nc(C#N)c(NCCCOC)o2)cc1	-16	-21	0	1	0.2	0.2	2	6
COc1cc(O)c2c(=O)c3c(O[C@H]4O[C@@H](CO)[C@H](O)[C@@H](O)[C@@H]4O)ccc(O)c3oc2c1	-4	-6	3	-4	0.0	0.0	-1	3
CCOC(=O)c1ccc(NC(=O)c2cc(OC)c(OC)c(OC)c2Br)cc1	.	-9	2	1	.	0.3	1	.
CCc1ccc2[nH]c3nc(N/N=C/c4cccc(O)c4)nnc3c2c1	-10	-5	-1	-2	18	0.1	1	6
C[C@@H]1CN([C@H](C)CO)C(=O)c2cc(NC(=O)C3CC3)ccc2O[C@@H]1CN(C)C(=O)Nc1ccccc1	2	10	0	7	-14	-0.7	2	-1
O=C(NCC1CC1)[C@H]1[C@H](CO)[C@H]2Cn3c(ccc(-c4ccncc4)c3=O)[C@H]2N1Cc1cocn1	3	-10	1	3	-0.6	0.0	2	-10
O=C(Cc1ccccc1)Nc1cccc(N2C(=O)C=CC2=O)c1	.	-16	7	-2	.	2.5	17	.
COC(=O)Cn1ccc2cc(S(=O)(=O)N3CCCCC3)ccc21	6	-7	3	-3	3.5	0.3	1	11
O=C(C[C@H]1CC[C@H](NC(=O)C2CCOCC2)[C@@H](CO)O1)NCc1ccncc1	.	-31	0	-3	4.4	0.2&0.2	.	.
O=C(CSc1nc2ccc([N+](=O)[O-])cc2s1)NCC1CCCO1 (configuration not stated)	1	6	4	2	.	0.0	0	2
O=C(CN1CCOCC1)Nc1ccc(Br)cc1	1	10	1	-3	.	0.0	1	-14
CCn1c(Cc2ccc(OC)cc2)nc2ccccc21	-4	-7	1	0	.	0.0	0	4
O=C(CN1C(=O)C2CCCCC2C1=O)Nc1cccc(C(F)(F)F)c1 (configuration not stated)	8	-11	5	0	0.5	0.0	-1	-3

Compound activity from PubChem.
